# ZTA counter = counter-screen for EBNA-1 inhibitors: inhibitors of Epstein-Barr virus ZTA. P03206. ZTA-DNA binding, fluorescence polarization. inhibition, % at 11 µM. 0.15% of 320,000 active; in the data active means inhibition above about 33%
# MEP2-GFP yeast = modulators of MEP2-GFP levels in yeast, primary screen, S. cerevisiae, multiplex flow cytometry, MLPCN library. AID 2016, 2009. S. cerevisiae MEP2-GFP strain, 3 h; 100% = DMSO control level. 0.51% of 330,000 active. GFP response vs DMSO, % at 10 µM;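 active means GFP response versus DMSO above a set limit, roughly screen mean plus 3 SD, cut at about 180% in these data; inconclusive means fewer than 70 cells counted for a yeast strain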;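 further: median GFP fluorescence of the barcode-gated MEP2-GFP cells per well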
# RPL19A-GFP yeast = RPL19A-GFP expression modulators in yeast, primary screen, cell-based, S. cerevisiae, multiplex flow cytometry, MLPCN; percent response vs DMSO, % at 10 µM; 0.3% of 330,000 active; S. cerevisiae RPL19A-GFP strain, 3 h; active compounds read low; AID 2025, 2009;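 active means percent response vs DMSO below 50%; inconclusive means fewer than 70 events counted for the yeast strain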;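 further: median channel GFP fluorescence of the barcoded RPL19A-GFP strain; ratio of sample median GFP to plate DMSO average so 100% = DMSO; lower means less RPL19A-GFP as with rapamycin TOR inhibition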
# proCasp3 act = activators of human procaspase-3 D3A mutant, primary screen, biochemical, absorbance, PC-3 D3A mutant, single concentration. Caspase-3 (Homo sapiens), P42574. recombinant procaspase-3 D3A, Ac-DEVD-pNA absorbance 405 nm. activation, % at 8.5 µM. 0.11% of 330,000 active. AID 463141, 2010;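 active means activation above the mean of all tested compounds plus 3 SD, cut at about 21% in these data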;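 further: 0% = DMSO alone and 100% = DMSO wells spiked with extra 5 µM PC-3 D3A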
#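 System: Procaspase-3 D3A mutant. Medium: Zinc-free 300 mM NaCl, 50 mM HEPES, 0.01% Triton X-100. Schedule: 1 h preincubation plus 2 h reaction at 25 °C. Measured by: 405 nm absorbance of p-nitroaniline, reads at 0 and 120 min. Read-out: percent activation relative to control range.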
# AHR act = AHR activators, primary screen, cell-based, luminescence, luciferase reporter, human | AHR-responsive luciferase reporter cells | activation, % at 5 µM | 2.5% of 320,000 active; in the data active means activation above about 47%;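 further: 0% = vehicle wells and 100% = reference agonist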
# proCasp7 act = procaspase-7 activators, primary screen, counter-screen for procaspase-3 activator project, biochemical, absorbance, HTS, human; Caspase-7 (Homo sapiens), P55210; recombinant procaspase-7, Ac-DEVD-pNA absorbance 405 nm; D23A/D198A/D206A triple mutant, cannot self-cleave; scale: DMSO 0, 5 µM enzyme 100; activation, % at 8.5 µM; 0.093% of 330,000 active;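 active means percent activation above the screen-wide mean plus 3 SD, cut at about 25% in these data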
#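 buffer or medium = Zinc-free HEPES/NaCl buffer, pH 7.4 | material = Procaspase-7 triple mutant (PC-7 D3A) | input = 2 µM procaspase-7 mutant as dispensed | signal = Epi-absorbance of released pNA at 405 nm, two timepoints | timing = 1 h preincubation, 2 h reaction | replicates = singlicate compound testing | evaluation = % activation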
# LAP4-GFP MLPCN = modulators of LAP4-GFP expression in yeast, primary screen, S. cerevisiae, multiplex flow cytometry, MLPCN library. 3 h; median GFP as percent of DMSO wells. GFP response vs DMSO, % at 10 µM. 0.34% of 320,000 active;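 active means GFP response vs DMSO above a set limit, about the screen mean plus 3 SD, cut at about 150% in these data; inconclusive means under 70 cell events counted for the yeast strain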
# EBNA-1 inhibitor = EBNA-1 DNA-binding inhibitors, primary screen, biochemical, fluorescence polarization; inhibition, % at 14.8 µM; 0.34% of 300,000 active; AID 1950, 2009; in the data active means inhibition above about 28%
# * = called active by the depositor; ? = inconclusive; / = no result given.
Molecule,proCasp7 act,EBNA-1 inhibitor,RPL19A-GFP yeast,proCasp3 act,AHR act,ZTA counter,MEP2-GFP yeast,LAP4-GFP MLPCN
O=C(COc1ncnc2sccc12)N1CCN(C(=O)c2ccco2)CC1,6,-6,104,2,-1,0,104,98
Cc1ccc(S(=O)(=O)Nc2c(O)c3ccccc3oc2=O)cc1,-4,-7,104,-5,3,-15,103,94
O=S(=O)(/C=C/c1ccccc1)N1CCN(c2ccc(F)cc2)CC1,-3,-9,100,1,1,-12,103,101
CC1(C)Cc2c(sc3nnn(Cc4ccc(Cl)cc4)c(=O)c23)CO1,4,1,96,0,0,5,100,105
Cc1cc2occ(CC(=O)NCc3cccs3)c2cc1C(C)C,6,-3,100,-3,-1,0,94,86
Cc1cc(C)cc(N(C(=O)c2ccco2)C(C(=O)NC2CCCC2)c2ccncc2)c1 (stereo unspecified),-6,-17,101,-5,4,-7,105,99
CCn1c(SCC(=O)N2CCc3ccccc32)nnc1-c1ccco1,-8,9,102,-1,2,-11,104,115
OCCC1CN(CC2CC2)CCN1Cc1ccc(F)c(F)c1 (stereo unspecified),1,9,100,-8,1,-1,94,86
CCOC(=O)C1=C(COC(=O)CCOc2cccc(C)c2)NC(=O)NC1C (stereo unspecified),13,-9,97,-12,-1,-9,95,108
CCOC(=O)c1[nH]ncc1CN1CCCC(C(=O)c2cccc(OC(C)C)c2)C1 (stereo unspecified),-2,2,109,2,11,-5,110,98
COc1cccc(C(C(=O)NC2CCCCC2)N(C(=O)CNC(=O)c2ccco2)c2cccnc2)c1 (stereo unspecified),7,3,99,7,2,9,100,104
O=C(OC1Cn2c(=O)ccc(=O)n2C1)c1ccccc1,9,2,95,-1,-1,1,117,122
CCOCCCNS(=O)(=O)c1ccc(NC(=O)Cc2c(F)cccc2Cl)cc1,5,0,103,12,-2,-3,109,110
CCOC(=O)c1cc(CC)sc1N1C(=O)CC(Sc2ccccc2C(=O)O)C1=O (stereo unspecified),-13,-6,104,-8,4,16,102,113
Cc1ccc(C(=O)N2CCCC(C(=O)c3cc(F)ccc3F)C2)s1 (stereo unspecified),4,-4,96,6,-3,0,95,88
CC(=O)N1CCN(C(=O)c2ccc(Cl)c(S(=O)(=O)N3CCc4ccccc43)c2)CC1,5,/,102,11,5,5,107,101
O=C(Nc1cc(S(=O)(=O)N2CCOCC2)ccc1N1CCOCC1)c1cn2ccccc2n1,2,12,96,-1,0,5,93,97
O=C(NC(=S)N1CCCCCC1)c1ccccc1Cl,8,-5,90,8,2,10,97,99
COC(=O)c1cn(CCOc2ccc(C)cc2)c2ccccc12,1,15,93,3,3,5,98,106
CCSc1nnc(NC(=O)c2ccc(C)cc2)s1,7,8,96,5,-8,11,105,102
CN(C)c1ccc(C(=O)Nc2ccc(S(=O)(=O)NC3=NCCCCC3)cc2)cc1,-4,5,98,-3,3,20,98,100
CCCOc1ccc(N2C(=O)CC(N(Cc3ccco3)C(=O)CC)C2=O)cc1 (stereo unspecified),-4,2,91,-9,2,-2,91,112
COc1cc(C)c(CN2CCN(S(=O)(=O)c3ccc(Cl)s3)CC2)cc1OC,9,/,99,-1,3,16,95,97
COc1ccc(OC)c(S(=O)(=O)N2CCCC2C(=O)N2CCc3ccccc3C2)c1 (stereo unspecified),5,-2,96,1,3,-6,87,91
CCCNC(=O)/C=C/c1ccc(C(C)C)cc1,-7,-15,?,-3,20,-2,?,?
CC(=O)C1=C(O)C(=O)N(c2ccc(Br)cc2)C1c1cccc(F)c1 (stereo unspecified),11,7,82,1,2,2,86,111
CNC(=O)c1cn(-c2ccc(Cl)cc2)c(=O)c2ccccc12,7,2,85,-2,2,-2,94,91
CC(=O)Cc1nsc(NC(=O)c2ccc(-c3ccc(F)cc3)o2)n1,7,8,89,1,7,6,90,105
C=CCN(CC=C)Cc1c(C)[nH]c2ccc(C(=O)OCC)cc2c1=O,-5,0,94,-1,1,0,98,99
Cc1cccc(NC(=O)CN2CCN(C(=O)C3CCCO3)CC2)c1C (stereo unspecified),0,2,100,-3,1,-16,95,93

# Grouped by structure, the entries above containing fluorine.
Molecule,proCasp7 act,EBNA-1 inhibitor,RPL19A-GFP yeast,proCasp3 act,AHR act,ZTA counter,MEP2-GFP yeast,LAP4-GFP MLPCN
O=S(=O)(/C=C/c1ccccc1)N1CCN(c2ccc(F)cc2)CC1,-3,-9,100,1,1,-12,103,101
OCCC1CN(CC2CC2)CCN1Cc1ccc(F)c(F)c1 (stereo unspecified),1,9,100,-8,1,-1,94,86
CCOCCCNS(=O)(=O)c1ccc(NC(=O)Cc2c(F)cccc2Cl)cc1,5,0,103,12,-2,-3,109,110
Cc1ccc(C(=O)N2CCCC(C(=O)c3cc(F)ccc3F)C2)s1 (stereo unspecified),4,-4,96,6,-3,0,95,88
CC(=O)C1=C(O)C(=O)N(c2ccc(Br)cc2)C1c1cccc(F)c1 (stereo unspecified),11,7,82,1,2,2,86,111
CC(=O)Cc1nsc(NC(=O)c2ccc(-c3ccc(F)cc3)o2)n1,7,8,89,1,7,6,90,105

# Other records follow:
Molecule,proCasp7 act,EBNA-1 inhibitor,RPL19A-GFP yeast,proCasp3 act,AHR act,ZTA counter,MEP2-GFP yeast,LAP4-GFP MLPCN
O=C(NCCc1ccc(F)cc1)c1ccc(S(=O)(=O)N2CCCC2)cc1,-2,/,89,-1,0,1,96,86
Cc1cnc(CN(C)C(=O)C2CCC(=O)N(CCc3cccc(F)c3)C2)[nH]1 (stereo unspecified),3,-11,109,4,-2,0,114,94
NC(=O)C1CC(O)CN1c1nc(CN2CCOCC2)nc2scc(-c3ccccc3)c12 (stereo unspecified),15,-11,94,2,-2,-4,96,94
CC(=O)c1ccc(S(=O)(=O)NCCCC(=O)N(C)Cc2ccc3c(c2)OCO3)cc1,0,/,99,4,1,6,95,98
CCCCOc1ccc(C(=O)NCC(=O)N2CCN(C(=O)c3ccco3)CC2)cc1,-1,7,96,19,-1,-11,96,104
C#CNC(=O)C1(CC=C)CCNCC1,1,2,/,2,-2,1,/,/
CCCCC(=O)N1CCN(c2nc3ccc(Cl)cc3s2)CC1,6,0,97,1,-2,12,108,109
COc1ccc2c(c1)C(C1C(=O)CCCC1=O)c1ccccc1O2 (stereo unspecified),7,6,100,9,1,0,100,99
COC(=O)c1ccccc1NC(=O)Cc1ccccc1OC,11,13,97,-3,0,0,97,109
Cc1ccc(NC(=O)C(C)Sc2nnc3ccccn23)cc1 (stereo unspecified),7,/,93,2,1,/,90,87
CC(C)c1ccc(C(O)Cc2nc3ccccc3n2C)cc1 (stereo unspecified),-1,-1,96,-6,70*,-6,102,113
CC(C)CCOc1ccc(C(=O)C[N+]2(C)CCOCC2)cc1,-4,-10,99,0,2,0,101,100
Cc1cc(C)n(CC(=O)N2c3ccccc3Sc3ccc(C(F)(F)F)cc32)n1,5,-3,101,13,1,2,101,92
Cc1cccc(Nc2ccncc2S(=O)(=O)NC(=O)NC(C)C)c1,7,-7,103,1,-1,-11,100,113
Cc1ccc(SCc2[nH]nc3c2C2(CCSCC2)C(C#N)=C(N)O3)cc1,-3,-2,101,-5,1,-10,111,99
CC1(C)CC(=O)C2=C(C1)Nc1ccccc1NC2c1cc(Cl)ccc1O (stereo unspecified),-1,6,100,6,-1,11,95,98
Cc1nn(-c2ccccc2)c(C)c1/C=C1\C(=O)N(C)C(=S)N1C,6,7,92,1,-1,13,98,115
Cc1[nH]c(=O)[nH]c(=O)c1S(=O)(=O)NCCc1ccc(S(N)(=O)=O)cc1,5,5,100,2,-1,11,109,104
CCCCOc1ccc(CNC(=S)N/N=C/c2ccc(OC)c(OC)c2)cc1,8,1,100,-1,12,5,103,99
Cc1ccnc(NC(=O)CCC(=O)N(CC(=O)NC2CCCCC2)c2ccc3c(c2)OCO3)c1,14,0,95,2,-5,-5,93,92
CC(C)(O)CC[C@@H](O)[C@](C)(O)[C@H]1CC[C@@]2(O)C3=CC(=O)[C@@H]4C[C@@H](O)[C@@H](O)C[C@]4(C)C3CC[C@]12C (stereo partly specified),-2,-3,102,4,0,8,109,102
COc1cc(C(=O)OCC(=O)Nc2c(F)cccc2F)cc(OC)c1C,3,5,98,3,-2,13,95,99
COc1ccccc1-c1noc(CCC(=O)Nc2cccc(C(F)(F)F)c2)n1,8,-4,99,-3,16,8,101,102
CC1(C)O[C@@H]2[C@H](O1)[C@@H](COS(=O)(=O)O)O[C@H]2n1cnc2c(=O)[nH]cnc21,-8,/,103,-6,0,-4,97,104
O=C(COC(=O)c1cncc(Br)c1)Nc1ccc2c(c1)OCO2,1,-10,95,-2,23,-11,103,75
COc1ccc2ccccc2c1CN1CCN(C)CC1,-7,6,111,2,-1,-12,108,114
Cc1cc(NC(=O)CSc2ccc3nnc(CCNS(=O)(=O)c4ccccc4)n3n2)no1,-1,-4,101,4,2,-20,101,92
O=C(NNC(=O)c1ccccc1[N+](=O)[O-])c1ccco1,-3,0,103,4,1,13,97,105
O=C(Nc1cccc(NC(=O)c2ccco2)n1)c1ccco1,-1,3,102,7,14,12,105,97
CCOC(=O)c1ccc(NC(=O)COc2ccccc2OC)cc1,8,11,94,-4,0,5,101,105

# Other structures follow.
Molecule,proCasp7 act,EBNA-1 inhibitor,RPL19A-GFP yeast,proCasp3 act,AHR act,ZTA counter,MEP2-GFP yeast,LAP4-GFP MLPCN
C/C(=N\NC(=O)COc1cc(C)cc(C)c1)c1cccc(NC(=O)C2CCC2)c1,5,-5,99,15,27,2,100,102
Cc1ccc(-c2cc(C(=O)NCCCN3CCCC3)c3ccccc3n2)cc1C,-3,1,107,7,2,12,103,108
CC(=O)c1cccc(N(C(=O)c2cnccn2)C(C(=O)NCc2ccccc2)c2ccco2)c1 (stereo unspecified),4,7,100,9,1,4,100,93
N=C1C(c2ccccc2)=C(O)C2CCc3ccccc3N12 (stereo unspecified),2,10,99,-1,15,14,99,95
CCn1c(C)nc2cc(C(=O)NNC(=S)Nc3ccccc3)ccc21,1,9,86,-3,-1,3,96,91
COc1ccc(-c2noc(N3CCC(C(=O)Nc4ccccc4Cl)CC3)n2)cc1,5,3,100,-1,-5,1,92,116
CCN(CC)c1ncc(C#N)c(N)n1,8,-5,95,-5,-1,-14,85,100
O=C1NC(=S)N/C1=C\c1ccc(N2CCOCC2)cc1,-13,13,99,2,0,0,95,91
CC(=O)Nc1ncc(Cc2ccc(Cl)cc2Cl)s1,4,-8,95,-11,2,6,101,112
CC(Oc1ccc(Br)cc1)C(=O)NC1CCN(Cc2ccccc2)CC1 (stereo unspecified),12,-2,100,-1,3,-5,103,100
COc1cc(NC(=O)Cn2cnc(S(=O)(=O)N3CCCC3)c2)cc(OC)c1OC,-7,-1,100,3,-2,-10,114,104
NC(=O)CC(NC(=O)c1ccc(Br)cc1)c1ccc(NC2CCCCCC2)c([N+](=O)[O-])c1 (stereo unspecified),-7,1,94,1,22,-7,94,105
O=C(NC1CCN(C(=S)Nc2ccc(F)cc2)CC1)C1CCCCC1,14,-15,107,8,-2,-5,105,98

# Bioassay records from PubChem.
